FAK inh: FAK (human) kinase inhibition; hit rate 0.84% among 97,000; inhibition, %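 (tested at 7 µM)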; biochemical FAK kinase activity assay; Q05397; in the data active = inhibition above about 19%;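 also: 0% = DMSO and 100% = reference compound high control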
HIV Rev-RRE inh: HIV Rev-RRE protein-RNA interaction inhibition; Rev peptide-RRE RNA binding, FRET; hit rate 0.79% among 97,000; P05866; inhibition, % at 8 µM;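 active = inhibition above the screen-wide mean plus 3 SD, cut at about 35% in these data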;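 also: 0% = median DMSO wells and 100% = median Neomycin B control wells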
Target sequence (P05866 whole entry, looked up): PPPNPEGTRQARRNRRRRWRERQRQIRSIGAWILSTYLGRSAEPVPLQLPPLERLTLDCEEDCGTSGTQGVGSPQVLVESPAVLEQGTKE
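assay system = Cy5-tagged RRE RNA duplex with fluorescein-tagged Rev peptide | incubation = 5 + 15 min at 25 °C | also added = labelled Rev peptide | measure = % inhibition of FRET ratio versus controls | benchmarks = DMSO wells as 0% and neomycin B wells as 100% inhibition | measured by = FRET fluorescence readout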
EphB4 antag: antagonists of human EphB4-ephrin-B2 interaction | EphB4 LBD / TNYL-RAW-Alexa532 peptide, fluorescence polarization | inhibition, % at 7 µM | AID 720 | P54760 | hit rate 0.15% among 97,000;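 active = inhibition above the screen-wide mean inhibition plus 3 SD, cut at about 15% in these data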;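 also: 0% = DMSO wells and 100% = excess unlabeled TNYL-RAW peptide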
Plk1 PBD FP: inhibitors of human Plk1 polo box domain binding | P53350 | Plk1 PBD phosphopeptide binding, fluorescence polarization | inhibition, %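 (tested at about 20 µM)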 | hit rate 0.13% among 97,000 | AID 693; in the data active = inhibition above about 34%, passing the limit was not always enough
Target sequence (P53350 whole entry, looked up, the tested form may be a part): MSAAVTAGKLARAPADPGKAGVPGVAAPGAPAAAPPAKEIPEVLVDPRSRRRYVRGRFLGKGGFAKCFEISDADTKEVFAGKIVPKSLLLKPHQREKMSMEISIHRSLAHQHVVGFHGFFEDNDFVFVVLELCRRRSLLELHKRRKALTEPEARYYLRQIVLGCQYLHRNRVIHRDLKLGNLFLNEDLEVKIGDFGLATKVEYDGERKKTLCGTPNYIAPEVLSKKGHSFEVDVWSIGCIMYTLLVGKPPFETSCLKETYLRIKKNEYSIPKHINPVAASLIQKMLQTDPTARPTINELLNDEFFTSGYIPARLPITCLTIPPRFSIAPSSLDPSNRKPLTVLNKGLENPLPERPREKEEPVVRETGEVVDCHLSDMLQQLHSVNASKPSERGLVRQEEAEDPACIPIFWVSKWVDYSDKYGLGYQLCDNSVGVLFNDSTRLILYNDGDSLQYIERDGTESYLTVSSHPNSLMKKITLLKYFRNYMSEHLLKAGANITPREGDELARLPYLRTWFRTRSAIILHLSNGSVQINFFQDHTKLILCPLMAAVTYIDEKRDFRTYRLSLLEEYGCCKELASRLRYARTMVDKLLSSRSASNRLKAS
MT1-MMP txn act: MT1-MMP promoter transcription activation | activation factor at 10 µM | AID 750 | hit rate 0.16% among 86,000 | HT1080 MT1-MMP promoter luciferase reporter, luminescence, overnight; hits give high values;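 active = activation factor of at least 2 for MT1-MMP transcription at 10 µM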
S1P2 agonist: activates the human S1P2 receptor. S1P2-expressing cell line, agonist reporter read-out. activation, % at 4.5 µM. hit rate 0.46% among 97,000. O95136; in the data active = activation above about 16%;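 also: 0% = vehicle low control and 100% = maximal reference agonist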
Target sequence (O95136 whole entry, looked up): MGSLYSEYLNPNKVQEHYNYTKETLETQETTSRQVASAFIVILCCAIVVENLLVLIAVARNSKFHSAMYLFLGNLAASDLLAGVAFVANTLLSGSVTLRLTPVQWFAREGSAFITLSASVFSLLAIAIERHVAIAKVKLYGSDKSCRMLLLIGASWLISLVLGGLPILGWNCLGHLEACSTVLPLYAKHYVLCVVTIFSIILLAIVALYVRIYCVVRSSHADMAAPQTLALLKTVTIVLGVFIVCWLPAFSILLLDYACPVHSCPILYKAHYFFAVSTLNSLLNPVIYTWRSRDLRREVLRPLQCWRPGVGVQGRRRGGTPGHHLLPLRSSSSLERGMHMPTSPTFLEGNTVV
PLK1 kinase inh: inhibitors of human PLK1 kinase; AID 619; recombinant PLK1 kinase, TR-FRET peptide phosphorylation; inhibition, % at 10 µM; hit rate 0.53% among 97,000; P53350;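 active = inhibition of 50% or more in the single-concentration screen; inactive = inhibition below 50%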;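 also: 0% = DMSO max control and 100% = H-89 dihydrochloride min control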
S1P2 antag: blocks the human S1P2 receptor; cell-based S1P2 antagonist assay, inhibition at 5 uM; hit rate 0.21% among 97,000; AID 736; inhibition, % at 5 µM; in the data active = inhibition above about 45%;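 also: CRE beta-lactamase reporter cells expressing human S1P2 stimulated with S1P; 0% = agonist at EC80 alone and 100% = agonist plus reference antagonist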
PLAP act: activates human placental alkaline phosphatase; purified PLAP enzyme, luminescent substrate read-out; hits give high values; activation fold at 20 µM; hit rate 1.2% among 96,000; in the data active = activation fold above about 2
Starred values were filed as active, the others as inactive; · = not tested or not shown; [ ] = another dose, or the depositor's remark.

SMILES | FAK inh | HIV Rev-RRE inh | EphB4 antag | Plk1 PBD FP | MT1-MMP txn act | S1P2 agonist | PLK1 kinase inh | S1P2 antag | PLAP act
COc1ccc(C(=O)NC(=S)Nc2ccc3c(c2)Cc2ccccc2-3)cc1 | 1 | -1 | 1 | -7 | 1 | -2 | -4 | -5 | 1
CCCOc1cc(CN2CCCCC2)cc(C(C)=O)c1 | -3 | 13 | 2 | -4 | 1.2 | 2 | 1 | -22 | 1.1
Cc1ccc(-c2ccc(=O)n(CC(=O)NCCN(C)C)n2)cc1 | 3 | 7 | 6 | 6 | 1.2 | -2 | -4 | 33 | 1
CCc1ccc(/C(C)=N\Nc2ccc([N+](=O)[O-])cc2)cc1 | -1 | 52* | -4 | 13 | · | -5 | -10 | 43 | 0.7
FC(F)(F)c1nc(Oc2ccccc2)c2ccccc2n1 | 9 | 11 | 1 | 9 | · | -2 | -7 | -22 | 1.2
Cc1occc1C(=O)NCCCCc1ccccc1 | -1 | 2 | 1 | 4 | 1.2 | -5 | -6 | -2 | 1
Cc1occc1-c1nnc(SCC(=O)NCc2cccs2)n1CC1CCCO1 (stereo unspecified) | -4 | -2 | -7 | -3 | 1.5 | 3 | -2 | -8 | 1.1
Cc1ccc(OCCSc2ncnc3nc[nH]c23)cc1 | 3 | 1 | 0 | -10 | 1.2 | -2 | 56* | 4 | 2.4*
COc1ccccc1-n1c(CNc2c(C)cccc2C)nnc1SCC(=O)N1CCOCC1 | -1 | 0 | 8 | -6 | 1.1 | -3 | -8 | -7 | 1.7
Cc1ccc2c(c1)C(O)(CC(=O)c1ccc3c(c1)OCO3)C(=O)N2 (stereo unspecified) | -1 | 3 | 1 | -14 | 1 | -3 | -13 | 3 | 0.8
COc1ccc2oc(-c3ccccc3)c(C(=O)N3CCOCC3)c2c1 | 4 | -1 | -5 | 9 | 1.1 | -6 | -8 | -14 | 1.2
CC1=CS/C(=C(/C#N)C(=O)N2CCOCC2)N1c1ccccc1 | -3 | 0 | -6 | 11 | 1 | -1 | 1 | -4 | 1.2

5 compounds drawn at random from those above:
SMILES | FAK inh | HIV Rev-RRE inh | EphB4 antag | Plk1 PBD FP | MT1-MMP txn act | S1P2 agonist | PLK1 kinase inh | S1P2 antag | PLAP act
CCc1ccc(/C(C)=N\Nc2ccc([N+](=O)[O-])cc2)cc1 | -1 | 52* | -4 | 13 | · | -5 | -10 | 43 | 0.7
CCCOc1cc(CN2CCCCC2)cc(C(C)=O)c1 | -3 | 13 | 2 | -4 | 1.2 | 2 | 1 | -22 | 1.1
Cc1occc1-c1nnc(SCC(=O)NCc2cccs2)n1CC1CCCO1 (stereo unspecified) | -4 | -2 | -7 | -3 | 1.5 | 3 | -2 | -8 | 1.1
COc1ccc2oc(-c3ccccc3)c(C(=O)N3CCOCC3)c2c1 | 4 | -1 | -5 | 9 | 1.1 | -6 | -8 | -14 | 1.2
Cc1ccc(-c2ccc(=O)n(CC(=O)NCCN(C)C)n2)cc1 | 3 | 7 | 6 | 6 | 1.2 | -2 | -4 | 33 | 1

Following part
SMILES | FAK inh | HIV Rev-RRE inh | EphB4 antag | Plk1 PBD FP | MT1-MMP txn act | S1P2 agonist | PLK1 kinase inh | S1P2 antag | PLAP act
COc1ccc(C)cc1S(=O)(=O)N1CCC(C(=O)N2CCOCC2)CC1 | 0 | 0 | -2 | 17 | 1.1 | -4 | -9 | 2 | 1.1
O=C(CN(CC1CCCO1)C(=O)CCC(=O)Nc1nccs1)NCC1CCCO1 (stereo unspecified) | -1 | 9 | 0 | 24 | 1.1 | -1 | -6 | 18 | 1.2
O=C(Nc1ccccn1)c1cccnc1 | -2 | 6 | -5 | 8 | 1 | -5 | -11 | -23 | 0.8
Cc1ccc(Cn2c(SCC(=O)N/N=C/c3ccc(C)o3)nc3ccccc32)cc1 | 3 | 4 | 4 | -29 | · | -6 | 19 | -6 | 1.7
Cn1nnc2cc(C(=O)NC3CC3)ccc21 | 1 | 0 | -2 | 12 | · | 0 | 1 | -4 | 1.2
Cc1nnc(SCCCN2C(=O)c3ccccc3C2=O)o1 | 11 | 8 | -1 | 23 | 1.1 | -5 | -12 | 6 | 1.3
COc1cc(C2CC(=O)N3CN(c4ccccc4C)CSC3=C2C#N)cc(OC)c1OC (stereo unspecified) | -1 | 6 | -6 | -19 | 1 | -2 | 4 | -13 | 1.9
COc1ccc(-c2nc(CSCC(=O)NCc3ccc4c(c3)OCO4)c(C)o2)cc1 | 0 | 9 | 3 | -22 | · | -4 | 0 | 4 | 0.9
Cc1ccc(C)c(Cn2c(CO)nc3ccccc32)c1 | 1 | 2 | -4 | -1 | 1 | -9 | -1 | 12 | 0.9
NC(=O)C1CCCN(Cc2ccc(Cl)cc2)C1 (stereo unspecified) | -1 | 3 | 1 | 14 | 1.1 | -9 | 1 | 25 | 1.3
CCC(C)n1[nH]c(=O)c2c(C)cc(C)nc21 (stereo unspecified) | 1 | 1 | -2 | -10 | 1.1 | -5 | 0 | 7 | 1.1
Cc1c(-c2ccccc2)nc(N)c(C#N)c1-c1cccs1 | -12 | 0 | -5 | 17 | 1 | -5 | -8 | -10 | 1
CCCCN(CCCC)C(=S)N/N=C/c1c(C)[nH]n(-c2ccccc2)c1=O | -1 | -1 | 2 | -1 | · | -8 | -9 | 2 | 1.3
CCOC(=O)c1ccc(NC(=O)c2ccc(C)c(S(=O)(=O)N3CCOCC3)c2)cc1 | -1 | 6 | -1 | 9 | · | 1 | -9 | -3 | 1.6
Cc1c(NC(=O)c2cc3ccccc3o2)c(=O)n(-c2ccccc2)n1C | 3 | 9 | 7 | 21 | 1.1 | -6 | -13 | 5 | 1
COc1cccc(-n2c(SCC(=O)NC3CCCCC3)nc3n[nH]c(C)c3c2=N)c1 | 14 | 4 | -10 | 24 | 1.2 | -5 | 32 | 5 | 1.4
Cc1cc(C(C)(C)C)oc1C(=O)N(CC(=O)NC1CCCC1)c1cccc(C(F)(F)F)c1 | -1 | -2 | -1 | 29 | · | -5 | -10 | 2 | 1.5
CCCCSCCCNC(=O)CS(=O)Cc1nc(-c2cccc(C)c2)oc1C (stereo unspecified) | -4 | 0 | 4 | 4 | 1 | -8 | -2 | -6 | 1.6
COc1ccc(N=Nc2nc3ccc(Br)cc3n2C)cc1 | 3 | 101*[fluorescence artefact?] | -11 | 40 | · | -5 | -4 | -9 | 1
N#Cc1ccc(Oc2nc(C(N)=O)cc(-c3ccccc3)n2)cc1 | -4 | 10 | 7 | -1 | 1.1 | -6 | 5 | 5 | 1.1
COc1ccc(-c2cc(C(F)(F)F)c(C#N)c(SCC(=O)Nc3nc(C)co3)n2)cc1 | -5 | 10 | 5 | 22 | · | -3 | -66 | -13 | 0.8
COc1cccc(NC(=S)/C(=C(\[O-])c2ccc(C)c([N+](=O)[O-])c2)[n+]2ccccc2)c1 | 5 | 8 | 7 | 9 | 1.2 | -6 | -11 | 10 | 1.4
CN(C)c1ccc(C(=O)N2CC(=O)N(CCc3ccccc3)C(=O)C2)cc1 | 0 | -1 | -3 | 2 | 1.2 | -9 | -8 | 6 | 1.1
COc1cc(CNCc2cccs2)ccc1OCC(=O)NC(C)(C)C | 0 | -3 | -15 | -8 | · | -3 | -9 | -10 | 1
COc1cc(/C=N\NC(=O)c2ccc(Cn3nc([N+](=O)[O-])c(Cl)c3C)o2)ccc1O | 3 | 4 | 0 | -11 | · | -1 | 1 | -28 | 1.2
O=C(CCCN1C(=O)c2ccccc2C1=O)N1CCN(c2ccccn2)CC1 | 3 | 5 | 9 | 13 | 1.2 | -6 | -11 | -13 | 1
CCCCNC(=O)CC(NS(=O)(=O)c1ccc(C)cc1)c1ccco1 (stereo unspecified) | -1 | 3 | -8 | 5 | 1.1 | -5 | -3 | 10 | 0.9
Cc1cc(OCC(C)C)ccc1/C(O)=C1/C(=O)C(=O)N(Cc2cccnc2)C1c1ccncc1 (stereo unspecified) | -4 | -2 | 2 | -11 | 1.1 | 1 | -21 | -4 | ·
COc1ccccc1/C=C/C=N/N1CCN(Cc2ccc(Cl)cc2)CC1 | 1 | -2 | 2 | -6 | · | -2 | 0 | -5 | 1.4
COc1ccccc1CN(Cc1ccco1)S(=O)(=O)c1ccc(-n2cnnn2)c(OC)c1 | -4 | 2 | 7 | 18 | 1 | -6 | -4 | -33 | 0.7
CCCc1cc(=O)[nH]c(SCCOC(=O)c2ccccc2)n1 | -1 | 14 | 10 | -18 | 1.2 | -6 | 12 | 1 | 1.6
CCCCCCC1CCC(C(=O)NC(CCSC)C(=O)NC(C(=O)OC)C(C)C)CC1 (stereo unspecified) | 0 | -3 | 1 | -2 | 0.9 | -4 | -6 | 14 | 2.2*
Cc1ccc(N2C(=O)[C@@H]3[C@H](C2=O)C2c4ccccc4C=CN2[C@@H]3C(=O)c2ccco2)cc1 (stereo partly specified) | 32* | 36 | 11 | -4 | 1.3 | -2 | -7 | 8 | 1.3
CCN1CCN(c2nc3c(c(=O)n(C)c(=O)n3C)n2CCSc2ncccn2)CC1 | -5 | 1 | -8 | 12 | 1.1 | -9 | 4 | 7 | 1.5
COc1ccc(S(=O)(=O)N2CCOCC2)cc1C(=O)Nc1nc2ccccc2s1 | 1 | 3 | 3 | 3 | 1 | -3 | -39 | -15 | 1
O=C(NC(=S)Nc1ccc(Cl)cn1)C(c1ccccc1)c1ccccc1 | -1 | 7 | 6 | 18 | · | -4 | -9 | -7 | 0.9
Cc1cc(NC(=O)CSc2nc(C(C)C)nc3sc(C)c(C)c23)no1 | -2 | 3 | 1 | -12 | 0.9 | 2 | -6 | -21 | 0.9
Cc1c(NC(=O)CCC(=O)N2CCOCC2)c(=O)n(-c2ccccc2)n1C | 2 | 12 | 3 | -20 | 1 | -9 | -6 | 14 | ·
CCc1nc2ccccc2n(CC)c1=O | -2 | 4 | -9 | 7 | 1.2 | 0 | -1 | -28 | 0.9
Cc1cccc(NC2=C(Cl)C(=O)OC2NC(=O)c2ccccc2)c1 (stereo unspecified) | -1 | 1 | -2 | -20 | 1.2 | -2 | -7 | -17 | 1
COc1ccc(C(=O)Nc2ccc(S(=O)(=O)N3CCCCC3C)cc2)c(OC)c1OC (stereo unspecified) | -1 | 0 | -12 | -14 | 1 | -5 | 9 | -13 | 1
COC(=O)C(NC(C)=O)(Nc1ccc(Br)cc1)C(=O)OC | -2 | 9 | -6 | 11 | 1.2 | -2 | -3 | 14 | 1.2
C=CCn1cc(C(=O)NCCCOC)c(=O)c2cc(S(=O)(=O)N(CC)CC)ccc21 | 1 | 3 | -3 | 9 | 1.1 | -6 | -4 | -14 | 1.3
Cc1ccc(Sc2cc(N3CCOCC3)nc(-c3ccccc3)n2)cc1 | -1 | 13 | 4 | -26 | · | -1 | 11 | -10 | 1.1
O=c1cc(N2CCc3ccccc3C2)[nH]c(=O)n1Cc1ccc(F)cc1 | 1 | 14 | 1 | 10 | 1.1 | -4 | -14 | -5 | ·
CCOc1ccccc1Cn1c(=O)oc2ccc(C)cc21 | 2 | 15 | -1 | 32 | 1.2 | -1 | -6 | 10 | ·
O=S(=O)(c1ccccc1)c1cnn(-c2ccccc2)c1-c1ccc(Cl)cc1 | 2 | 16 | 1 | 15 | · | -4 | -11 | 1 | 1
O=C(CC1(O)C(=O)Nc2ccccc21)c1ccccc1O (stereo unspecified) | -4 | -3 | -3 | -24 | 1.1 | 0 | -12 | -14 | 1
COCc1[nH]nc2c1C(c1sccc1C)C(C#N)=C(N)O2 (stereo unspecified) | 7 | 5 | 5 | 7 | 1.2 | -6 | 21 | 22 | 1.1
COc1ccc(NC(=O)/C(=C\c2cc(OC)c(OC)cc2[N+](=O)[O-])NC(=O)c2ccccc2)cc1 | -1 | 0 | -6 | 11 | · | -4 | -3 | 15 | 1
O=S(=O)(NCc1ccc(F)cc1)c1ccc2c(c1)OCCO2 | -3 | -2 | -9 | 7 | 1.1 | 1 | -7 | -20 | 0.8
CCCCN1C(=O)CCC(C(=O)O)C1c1ccccc1 (stereo unspecified) | 5 | 7 | -3 | -15 | · | -4 | -17 | 18 | 0.9

Source: PubChem BioAssay
